# Screens from PubChem BioAssay.
# GIRK2 activator: Activates human GIRK2-containing potassium channels | HEK293 GIRK2/NPY4 cells, thallium flux fluorescence | activation (% efficacy), % for hits at 37.5 µM | P48051 | 34,000 tested, under 10 active;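 active = primary screen hit, no activity in plain HEK293 cells, and in GIRK2-only cells above 5% efficacy rising with concentration; inactive = the rest, including fluorescent compounds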;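 note: efficacy is normalized control-subtracted fluorescence 15 s after thallium addition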
# Target sequence (P48051 whole entry, looked up): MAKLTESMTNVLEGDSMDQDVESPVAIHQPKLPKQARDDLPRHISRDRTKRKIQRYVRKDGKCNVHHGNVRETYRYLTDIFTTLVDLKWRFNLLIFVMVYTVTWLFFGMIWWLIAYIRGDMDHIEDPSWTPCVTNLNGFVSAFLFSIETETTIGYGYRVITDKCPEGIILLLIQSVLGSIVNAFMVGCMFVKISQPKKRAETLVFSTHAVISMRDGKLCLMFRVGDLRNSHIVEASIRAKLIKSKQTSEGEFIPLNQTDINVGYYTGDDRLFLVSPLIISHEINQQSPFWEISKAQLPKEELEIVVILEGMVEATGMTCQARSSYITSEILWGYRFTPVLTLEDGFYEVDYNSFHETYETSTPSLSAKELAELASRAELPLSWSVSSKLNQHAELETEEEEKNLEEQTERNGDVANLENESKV
# Calls only; i = inactive. Some of the compounds tested; rates above refer to the full screens.
smiles | GIRK2 activator
CCNc1cc(NCCNC(=O)Nc2ccccc2)nc(C)n1 | i
Cc1ccc(NC(=O)c2ccc3c(c2)OCO3)cc1N1CCCCC1=O | i
O=C(CSc1nnnn1-c1ccc2ccccc2c1)Nc1ccccc1 | i
O=C(Nc1noc2nc(-c3ccccc3)cc(C(F)(F)F)c12)C1CC1 | i
CCOC(=O)Cc1csc(NC(=O)C2CN(C(C)=O)C2)n1 | i
O=C(Cc1csc(NC(=O)c2ccco2)n1)Nc1cc2ccccc2oc1=O | i
CCOC(=O)c1oc2ccccc2c1NC(=O)C1CCN(S(=O)(=O)c2ccc(C)cc2)CC1 | i
CC(C)Cc1nnc(NC(=O)c2c[nH]c3ccc(F)cc3c2=O)s1 | i
CC(C)(C)NC(=O)NCC(c1cccs1)N1CCc2ccccc2C1 (configuration not stated) | i
COc1ccc(NC(=O)NCC2(O)CCOCC2)c(OC)c1 | i
C=CCNC(=O)c1ccc(Cn2c(=S)[nH]c3ccc(Br)cc3c2=O)cc1 | i
Cn1c(=O)c(C(=O)NCCC(c2ccccc2)c2ccccc2)cc2cccnc21 | i
COc1nn(C)cc1C(=O)Nc1cc(-c2cccs2)nn1CCO | i
O=C(NCCC(O)c1ccco1)C(=O)Nc1ccc2c(c1)OCCO2 (configuration not stated) | i
O=C(CCn1nnc2ccccc2c1=O)NCCc1ccncc1 | i
O=C(C1CCCO1)N1CCC2(CC1)NC(=O)N(CCOc1ccccc1)C2=O (configuration not stated) | i
O=C(c1ccccc1Cl)N(Cc1ccsc1)C1CC1 | i
COc1ccc(-c2nc3c4cnn(-c5ccc(C)c(Cl)c5)c4ncn3n2)c(O)c1 | i
O=C(N(c1cccc(Cl)c1)C1C=CS(=O)(=O)C1)C(F)(F)F (configuration not stated) | i
Cc1cc(=O)[nH]c(-n2nc(C)c(CCC(=O)Nc3nccs3)c2C)n1 | i

smiles | GIRK2 activator
CC(=O)NCCNc1nc(C)cc(N(C)C)n1 | i
COc1ccccc1Cc1noc(C2CN(C(=O)c3cc(-c4ccco4)on3)C2)n1 | i
O=C(NCCn1nc(-c2ccco2)ccc1=O)Nc1cccs1 | i
COc1ccc(N(C)c2nnc(-c3ccc(NC(=O)C(=O)NCCO)cc3)s2)cc1 | i
CC(C)N1CCC(CNC(=O)COc2ccc(C(C)(C)C)cc2)CC1 | i
Cc1ccc(Sc2ccc(N3CCCC(C(=O)NCc4ccc(C)o4)C3)nn2)cc1 (configuration not stated) | i
CCOCC(=O)Nc1c2c(nn1CC(=O)NCCOC)CSC2 | i
CC(C)c1ccc(NC(=O)c2ccc(=O)[nH]n2)cc1 | i
CCOc1ccc(-c2nc(Cn3ccn4nc(-c5ccc(OC)cc5)cc4c3=O)c(C)o2)cc1OC | i
CCOc1ccc(-c2ccc(OCCNS(=O)(=O)c3ccc4nc(C)sc4c3)nn2)cc1 | i
CCn1nnc2c(NCc3ccccc3OC)ncnc21 | i
COc1ccccc1S(=O)(=O)NCC(c1cccn1C)N(C)C (configuration not stated) | i
O=C(Cc1cc(-c2ccc3c(c2)OCO3)on1)N1CCCC1 | i
O=C(c1csc(Nc2ccccc2)n1)N1CCN(c2ncccn2)CC1 | i
CC(=O)Nc1ccc(S(=O)(=O)N2CCN(CCn3cccn3)CC2)cc1 | i
O=C(NCC1(O)CCc2ccccc21)C1(c2ccccc2)CCOCC1 (configuration not stated) | i
CCSc1ccccc1C(=O)N1CCN(C(=O)c2cnn3ccccc23)CC1 | i
O=C(Nc1ccc(Cl)c([N+](=O)[O-])c1)c1ccc(=O)n(Cc2c(F)cccc2Cl)c1 | i
Cc1ccc(NCCNC(=O)c2cc3ccccc3oc2=O)nn1 | i
O=C(Nc1nc2ccccc2s1)C1CCCN(C(=O)Nc2cccs2)C1 (configuration not stated) | i

# Molecules listed so far with an aryl thioether with sulfur outside any ring:
smiles | GIRK2 activator
O=C(CSc1nnnn1-c1ccc2ccccc2c1)Nc1ccccc1 | i
Cc1ccc(Sc2ccc(N3CCCC(C(=O)NCc4ccc(C)o4)C3)nn2)cc1 (configuration not stated) | i
CCSc1ccccc1C(=O)N1CCN(C(=O)c2cnn3ccccc23)CC1 | i

# Further records follow:
smiles | GIRK2 activator
O=C(CSCc1ccccc1)NCC(O)(c1cccs1)C1CC1 (configuration not stated) | i
CSc1ncccc1C(=O)N1CCC(CNC(=O)c2ccc(Cl)s2)CC1 | i
O=C(Nc1ccc(CC(=O)N2CCOCC2)cc1)c1cccc(F)c1 | i
CCOc1cc(C(C#N)N2CCCCC2)ccc1OC (configuration not stated) | i
COC(=O)c1ccc(C(=O)NCC(O)c2cccn2C)cc1 (configuration not stated) | i
CCn1ccnc1N1CCN(C(=O)c2cc(C)on2)CC1 | i
CCCCOc1ccc(C(=O)N2c3ccccc3CC2C(N)=O)cc1 (configuration not stated) | i
CCCc1ccc(C(=O)NCC(C)(O)COC)cc1 (configuration not stated) | i
O=C(CSc1nc(=O)n(CCCO)c2c1CCC2)N1CCCc2ccccc21 | i
CNC(=O)COc1ccc(C23CC4CC(CC(C4)C2)C3)cc1 | i
COc1cc(C)c(C)cc1S(=O)(=O)Nc1ccc(N2CCCCC2=O)c(C)c1 | i
O=C(Cc1ccc(NS(=O)(=O)c2ccc(F)cc2)cc1)NCc1cccs1 | i
CSc1ccccc1CN1CCC(CNC(=O)C(=O)Nc2ccon2)CC1 | i
CCn1ccnc1N1CCN(C(=O)COc2ccc(OC)cc2)CC1 | i
CSc1ccc(C2C(C(=O)Nc3ccc(C)cc3C)C(C)Nc3ncnn32)cc1 (configuration not stated) | i
O=C(c1cc2ccccc2oc1=O)N1CCc2cc(S(=O)(=O)NC3CCCC3)ccc21 | i
O=C(NCCc1c[nH]c2ccccc12)C(=O)NCc1cccs1 | i
O=c1nc(SCc2cn3ccccc3n2)c2c(n1CC1CCCO1)CCCC2 (configuration not stated) | i
COc1cc(-n2nnc(C(=O)NCc3ccccc3)c2N)ccc1Cl | i
COc1ccc(/C=C\C(=O)N2CCN(c3nccn3C)CC2)cc1OC | i

# A different layout for part of the listing above:
> CSc1ccc(C2C(C(=O)Nc3ccc(C)cc3C)C(C)Nc3ncnn32)cc1 (configuration not stated)
  GIRK2 activator: i

> O=C(c1cc2ccccc2oc1=O)N1CCc2cc(S(=O)(=O)NC3CCCC3)ccc21
  GIRK2 activator: i

> O=C(NCCc1c[nH]c2ccccc12)C(=O)NCc1cccs1
  GIRK2 activator: i

> O=c1nc(SCc2cn3ccccc3n2)c2c(n1CC1CCCO1)CCCC2 (configuration not stated)
  GIRK2 activator: i

# Additional structures follow:
SMILES,GIRK2 activator
CCc1ccc(NC(=O)C(=O)NCC(O)C2CCCCC2)cc1 (configuration not stated),i
COc1ccc(S(=O)(=O)NCC(c2ccsc2)N2CCOCC2)cc1F (configuration not stated),i
CCc1nc(-n2cccc2)sc1C(=O)Nc1cc(OC)c(OC)c(OC)c1,i
COc1cccc(NC(=O)CSc2nnnn2-c2cc(Cl)ccc2C)c1,i
COc1cccc(OCC(O)CN2CCN(CCO)CC2)c1 (configuration not stated),i
Cc1cccc(NC(=O)C(=O)NCC2CCN(C(C)C)CC2)c1,i
CCCNC(=O)C(=O)NCCN1CCOC(c2ccccc2)C1 (configuration not stated),i
O=C(Nc1cccs1)N1CCC(c2nc3ccccc3[nH]2)CC1,i
Cn1cccc1C(O)CNC(=O)c1ccsc1 (configuration not stated),i
Cc1onc(-c2ccccc2Cl)c1C(=O)NC1CCCC(O)C1 (configuration not stated),i
O=C(NCC1CCN(C(=O)c2ccccc2F)CC1)c1ccc(Br)o1,i
CCOC(=O)c1sc(NC(=O)c2cc(C)no2)c(C#N)c1C,i
CCC(=O)Nc1ccc(I)cc1C,i
Cc1nc(-c2ccccc2)sc1CC(=O)NCCn1ncccc1=O,i
COc1ccc(S(=O)(=O)N2CCCC(C(=O)Nc3c4c(nn3C)CCC4)C2)cc1 (configuration not stated),i
COc1ccc(CCNC(=O)Cc2cc(-c3ccc4c(c3)OCO4)on2)cc1OC,i
O=C(N1CCN=C1SCc1cccnc1)C12CC3CC(CC(C3)C1)C2,i
CCOC(=O)c1ccc(NC(=O)Cn2cc(-c3ccccc3)c3ncn(CCOC)c(=O)c32)cc1,i
C#CCn1c(=NC(=O)C2CCN(S(C)(=O)=O)CC2)sc2cc(SC)ccc21,i
Cc1cc(NC(=O)c2cc(C)n(C)n2)n(-c2ccccc2)n1,i

SMILES,GIRK2 activator
O=C(Nc1ccc(Cl)c(Cl)c1)Nc1ccc2c(c1)CN(C(=O)C1CC1)CC2,i
Cc1cc(C)n(CCNC(=O)c2ccc(Cl)s2)n1,i
CCOc1ccc(CC(=O)Nc2cc(-c3ccco3)nn2-c2nc(-c3ccccc3)cc(=O)[nH]2)cc1,i
COc1ccc(CNC(=O)N2CCOCC2)c(OC)c1,i
COc1ccc(OC)c(S(=O)(=O)NCC(c2cccn2C)N2CCN(C)CC2)c1 (configuration not stated),i
CN1C(=O)NC2(CCNCC2)C1=O,i
CCOc1ccccc1NC(=O)CSc1ccc(NC(=O)C(C)C)nn1,i
Cc1cccc(S(=O)(=O)N2CCN(Cc3ccc4c(c3)OCO4)CC2)c1,i
Cc1ccc(CNC(=O)Cn2cnc(-c3ccc(C)cc3)cc2=O)cc1,i
Cn1cnnc1SCC(=O)N1CCC(Cc2ccccc2)CC1,i
O=C(NCCCn1nc(-c2ccc(Cl)cc2)ccc1=O)C1CC1,i
COc1ccc(NC(=O)NCC#CCN2CCc3ccccc3C2)c(OC)c1,i
CCOc1ccc(-c2ccc(=O)n(CCCC(=O)Nc3cc(C)ccc3OC)n2)cc1,i
CN(C)c1ccc(N2CCN(C(=O)C(C)(C)Oc3ccc(Cl)cc3)CC2)nn1,i
CCOc1ccc(-n2nnnc2CN2CCN(C(=O)c3ccc(Cl)cc3)CC2)cc1,i
COc1ccccc1NC(=O)Cn1cc(-c2nnc(-c3ccco3)o2)c2ccccc21,i
CCCOc1cn(-c2ccc(F)cc2)nc1C(=O)Nc1ccccc1F,i
O=C(NCC1CCCO1)C(=O)Nc1c2c(nn1-c1ccc(Cl)cc1)CSC2 (configuration not stated),i
CNC(=O)C(=O)NCC1(c2cccs2)CCCC1,i
CC(C)c1cc(=O)[nH]c(-n2nc(C3CC3)cc2NC(=O)c2ccc(C(C)(C)C)cc2)n1,i

SMILES,GIRK2 activator
O=C(c1c(F)cccc1Cl)N1CCN(c2nccn2-c2ccccc2F)CC1,i
COc1ccc(OCCCn2c(CNC(=O)c3ccco3)nc3ccccc32)cc1,i
N#C/C(=C\N1CCN(c2cccc(Cl)c2)CC1)C(=O)NCCc1ccccc1,i
Cn1cccc1CN(C(=O)CC(c1ccccc1)c1ccccc1)C1CC1,i
Nc1c(C(=O)NCCc2ccccc2)nnn1-c1ccc(Cl)cc1,i
COc1ccc(Cl)cc1NC(=O)c1ccoc1,i
CCOc1ccc(-c2ccc(=O)n(CCCC(=O)Nc3ccc(CC)cc3)n2)cc1,i
COc1cccc(Nc2nnc(CC(=O)N3CCCC3)s2)c1,i
Cc1c(C(=O)NCC(C)C)c(C(F)(F)F)nn1C1CCCN(C(C)C)C1 (configuration not stated),i
O=C(c1ccc(Cl)c([N+](=O)[O-])c1)N1CCN(c2ccc(N3CCN(CCO)CC3)nn2)CC1,i
NC(=O)CSc1nc(-c2ccccc2)c(NC(=O)C23CC4CC(CC(C4)C2)C3)s1,i
Cc1ccc(C(CNC(=O)C(=O)NCCc2ccccc2)N2CCOCC2)cc1 (configuration not stated),i
O=c1nc(SCc2ccc(Cl)cc2Cl)c2c(n1CC1CCCO1)CCC2 (configuration not stated),i
CC(C)(C)NC(=O)NCCc1ccsc1,i
COCCn1nnn(-c2ccc(NC(=O)Nc3ccc4c(c3)OCO4)cc2)c1=O,i
O=C(Cn1nc2ccc(SCc3ccc(Cl)cc3)nn2c1=O)NCc1ccccc1,i
COc1cc([N+](=O)[O-])ccc1NC(=O)CCCS(=O)(=O)c1ccc(C)cc1,i
CC(Oc1ccc(F)cc1)C(=O)NCCCn1nc(-c2ccc(Cl)cc2)ccc1=O (configuration not stated),i
CCc1ccc(NC(=O)CSc2nnc(-c3cn(C)nc3OC)n2C)cc1,i
CN(C)C(CNC(=O)NC1CCCCC1)c1cccs1 (configuration not stated),i

SMILES,GIRK2 activator
CCn1c(=O)c2nscc2n(CC(=O)Nc2ccccc2C(F)(F)F)c1=O,i
CCOC(=O)C1CCN(C(=O)Nc2cccs2)CC1,i
Cc1cc(C)cc(OCCNC(=O)Cn2cnc(C)cc2=O)c1,i
COc1cccc(CNC(=O)C(=O)NCc2cccs2)c1,i
CCCOc1ccc(S(=O)(=O)Nc2ccc3c(c2)N(C(=O)C(C)(C)C)CC3)cc1,i
CNC(=O)Cc1ccc(NC(=O)Cc2ccc(OC)c(OC)c2)cc1,i
COc1ccc(C)cc1NC(=O)CCCn1nc(-c2ccc(C)cc2)ccc1=O,i
COCCNc1oc2c(c1-c1ccccc1)c(=O)oc1c(C)cccc12,i
COc1ccccc1C(=O)NCC1CCN(C(=O)Nc2ccc(F)cc2)CC1,i
COC(=O)c1sccc1S(=O)(=O)NCC1CCN(C(=O)c2snnc2C)CC1,i
C=CCOc1ccccc1CN1C(=O)C(=O)c2ccccc21,i
COc1cc(OC)cc(C(=O)N2CCN(c3nccn3-c3cccc(Cl)c3)CC2)c1,i
Cc1ccc(-n2nnnc2CN2CCN(S(=O)(=O)Cc3ccccc3)CC2)cc1,i
CC(C)c1nnc(C2CCN(CC(=O)Nc3ccccc3F)CC2)o1,i
Cc1nc(-n2cccc2)sc1C(=O)NCCn1nc(C(F)(F)F)n(C)c1=O,i
COc1ccc(CC(=O)NCCS(=O)(=O)N2CCN(c3ccccn3)CC2)cc1,i
COc1ccccc1NC(=O)C(=O)NCc1nnc(C)o1,i
COC(=O)C1CCN(C(=O)c2ccc(Oc3coc4cc(OC)ccc4c3=O)cc2)CC1,i

# 4 entries from above, set out differently.
> COc1ccc(CC(=O)NCCS(=O)(=O)N2CCN(c3ccccn3)CC2)cc1
  GIRK2 activator = i
> COc1ccc(C)cc1NC(=O)CCCn1nc(-c2ccc(C)cc2)ccc1=O
  GIRK2 activator = i
> Cc1cc(C)cc(OCCNC(=O)Cn2cnc(C)cc2=O)c1
  GIRK2 activator = i
> C=CCOc1ccccc1CN1C(=O)C(=O)c2ccccc21
  GIRK2 activator = i
